ABHD5 PLIN5 PPI: blocks binding of human ABHD5 to perilipin-5 | Split G. princeps luciferase complementation, luminescence, 4 h | inhibition, % at 4 µM | 360,000 compounds, 0.78% hits;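 active = inhibition above the mean inhibition across every tested compound plus 3 SD, cut at about 22% in these data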;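 also: 0% = DMSO only wells and the 100% control is not disclosed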
NOD2-RIPK2 inh: inhibitors of human NOD2-RIPK2 interaction. O43353. CHO BLA complementation NOD2-RIPK2, CCF4 ratio. 360,000 compounds, 0.38% hits. AID 624267. inhibition, % at 4.98 µM; in the data active = inhibition above about 21%;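 also: 0% = vehicle only and 100% = reference blocker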
MC4R barr agon: agonists of human melanocortin 4 receptor (MC4R) beta-arrestin; AID 540308; 360,000 compounds, 0.98% hits; U2OS MC4R beta-arrestin complementation, luminescence; percent of melanotan II response, DMSO zero; P32245; activation, % at 8.9 µM;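 active = activation above a per-plate cutoff, the mean activation of sample wells on that plate plus 3 SD, cut at about 8% in these data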
TLR9-MyD88 inh: blocks human TLR9 binding to MyD88. 340,000 compounds, 0.21% hits. AID 504734. Q9NR96+Q99836. CHO BLA complementation TLR9-MyD88, CCF4 FRET ratio. inhibition, % at 4.98 µM;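 active = inhibition above the mean over all tested compounds plus 3 SD, cut at about 21% in these data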;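 also: 0% = DMSO only wells and 100% = clavulanate BLA inhibitor control wells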
MC4R antag cAMP: human MC4R antagonism in cAMP assay | P32245 | 360,000 compounds, 0.48% hits | inhibition, % at 6.5 µM | MC4R-expressing cells, MTII-stimulated cAMP, LANCE TR-FRET;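 active = inhibition above its plate's cutoff, the mean of tested wells on that plate plus 3 SD, cut at about 29% in these data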;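 also: 0% = Melanotan II alone and 100% = Melanotan II plus saturating MCL0020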
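Assay system: human MC4R-expressing U2OS cells; reagent: Melanotan II stimulation of cells; dosing: 6.5 µM single dose; timing: compound 30 min, challenge 1 h, detection 1 h; signal: TR-FRET cAMP assay; replicates: one well per compound, no replicates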
LRH-1 inv ag: inverse agonists of human LRH-1 (NR5A2); O00482; HEK293T StAR-luciferase reporter, LRH-1 transfected, 24 h; inhibition, % at 3.6 µM; 360,000 compounds, 0.13% hits; AID 602396;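 active = inhibition above the mean inhibition of all tested compounds plus 3 SD, cut at about 73% in these data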;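 also: 0% = DMSO wells and 100% = reporter-only cells lacking LRH-1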
NCOA1 inh: human NCOA1 inhibition; Q15788; HEK293 GAL4-SRC1 luciferase reporter, luminescence; inhibition, % at 3.6 µM; 360,000 compounds, 0.12% hits; AID 588354;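 active = inhibition above the campaign mean plus 3 SD, with each screening campaign given its own cutoff, cut at about 60% in these data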;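 also: 0% = DMSO treated cells and 100% = gossypol at 36 µM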
NR2F2 inh: NR2F2 (human) inhibition, primary screen; HEK293T NGFI-A luciferase reporter, luminescence; 370,000 compounds, 0.7% hits; inhibition, % at 8.6 µM; P24468;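 active = inhibition above a per-plate cutoff, mean inhibition of test wells between control levels plus 3 SD, cut at about 38% in these data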;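 also: cells cotransfected with COUP-TFII expression vector driving the NGFI-A reporter; 0% = median of COUP-TF2 test wells and 100% = reporter-only cells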
NCOA3 inh: inhibits human SRC3 coactivator; Q9Y6Q9; HEK293 GAL4-SRC3 luciferase reporter, luminescence; inhibition, % at 3.6 µM; 360,000 compounds, 0.17% hits;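 active = inhibition above a per-campaign cutoff, the mean of all compounds plus 3 SD, cut at about 60% in these data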;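 also: 0% = DMSO-treated cells and 100% = gossypol-treated cells at 36 µM; higher means less SRC3-driven luciferase light from the GAL4 reporter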
Target sequence (Q9Y6Q9 whole entry, looked up, the tested form may be a part): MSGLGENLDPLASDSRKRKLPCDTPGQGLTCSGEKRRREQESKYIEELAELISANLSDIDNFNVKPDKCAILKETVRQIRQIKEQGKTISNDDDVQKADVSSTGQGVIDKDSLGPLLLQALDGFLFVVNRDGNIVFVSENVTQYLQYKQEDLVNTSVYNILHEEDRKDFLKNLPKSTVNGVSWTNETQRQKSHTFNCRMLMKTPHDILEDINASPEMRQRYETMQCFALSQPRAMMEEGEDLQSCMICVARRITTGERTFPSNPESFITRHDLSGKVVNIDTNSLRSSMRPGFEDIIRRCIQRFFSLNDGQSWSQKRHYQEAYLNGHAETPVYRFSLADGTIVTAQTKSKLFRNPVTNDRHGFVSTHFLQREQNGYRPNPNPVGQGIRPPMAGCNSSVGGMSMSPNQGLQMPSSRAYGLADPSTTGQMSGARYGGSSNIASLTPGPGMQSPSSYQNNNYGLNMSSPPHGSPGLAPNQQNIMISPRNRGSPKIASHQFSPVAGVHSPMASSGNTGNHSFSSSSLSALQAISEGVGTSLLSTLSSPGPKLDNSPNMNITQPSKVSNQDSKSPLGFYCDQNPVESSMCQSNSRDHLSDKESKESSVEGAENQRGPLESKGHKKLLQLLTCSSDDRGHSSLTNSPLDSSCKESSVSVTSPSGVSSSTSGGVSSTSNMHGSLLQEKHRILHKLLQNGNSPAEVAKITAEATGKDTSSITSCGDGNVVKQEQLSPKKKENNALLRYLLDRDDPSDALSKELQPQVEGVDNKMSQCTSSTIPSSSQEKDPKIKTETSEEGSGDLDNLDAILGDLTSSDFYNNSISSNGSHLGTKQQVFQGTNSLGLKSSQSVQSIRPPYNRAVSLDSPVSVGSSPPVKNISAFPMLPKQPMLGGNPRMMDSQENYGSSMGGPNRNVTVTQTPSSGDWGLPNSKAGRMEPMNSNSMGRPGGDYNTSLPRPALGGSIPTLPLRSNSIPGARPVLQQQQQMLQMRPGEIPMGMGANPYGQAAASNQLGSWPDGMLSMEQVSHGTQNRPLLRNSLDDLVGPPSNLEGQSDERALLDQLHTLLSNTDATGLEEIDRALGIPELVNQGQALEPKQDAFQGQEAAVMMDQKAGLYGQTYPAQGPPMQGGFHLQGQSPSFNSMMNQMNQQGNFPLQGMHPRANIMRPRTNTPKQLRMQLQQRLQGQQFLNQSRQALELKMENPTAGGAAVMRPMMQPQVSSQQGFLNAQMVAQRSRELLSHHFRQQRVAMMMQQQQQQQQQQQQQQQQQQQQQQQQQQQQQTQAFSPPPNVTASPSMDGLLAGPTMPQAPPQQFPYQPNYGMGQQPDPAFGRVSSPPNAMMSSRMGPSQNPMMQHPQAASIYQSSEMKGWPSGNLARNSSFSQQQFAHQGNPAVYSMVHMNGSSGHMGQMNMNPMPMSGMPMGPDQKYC
EBV LMP1 NFkB: reduces LMP1-driven NF-kappaB luciferase signal | LMP1-induced NF-kappaB luciferase reporter cells, luminescence | inhibition, % at 12.5 µM | 350,000 compounds, 0.69% hits; in the data active = inhibition above about 41%;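 also: 0% = neutral control wells and 100% = reference inhibitor control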
NCOA2 inhibitor: human SRC2 (NCOA2) inhibition. 370,000 compounds, 0.17% hits. HEK293 GAL4-SRC2 luciferase reporter, luminescence. inhibition, % at 9 µM;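 active = inhibition above the mean inhibition of all tested compounds plus 3 SD, set per campaign, cut at about 52% in these data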;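 also: 0% = DMSO treated cells and 100% = cells given Gossypol at 36 µM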
An asterisk follows results filed as active; x = not tested or not shown. Not all compounds are listed; the hit share may differ from the screen's.

SMILES	ABHD5 PLIN5 PPI	NOD2-RIPK2 inh	MC4R barr agon	TLR9-MyD88 inh	MC4R antag cAMP	LRH-1 inv ag	NCOA1 inh	NR2F2 inh	NCOA3 inh	EBV LMP1 NFkB	NCOA2 inhibitor
CN(C)C(=O)CCc1ccc2c3c([nH]c2c1)[C@]1(CCC2CCCC2)[C@@H](C(=O)N2CCOCC2)C[C@H](CC(=O)NCC24CC5CC(CC(C5)C2)C4)C(=O)N1CC3	-13	11	-2.6	-3	-3	2	1	-1	-8	3	10
COc1ccccc1N1CCN(S(=O)(=O)c2cc(Br)cnc2N)CC1	-1	1	-0.1	5	-1	-5	-1	15	15	2	12
OC1CCCN(CC(O)COc2ccc(-c3ccccc3)cc2)C1 (configuration not stated)	5	-5	-2.0	-3	4	-8	-41	-14	-25	-8	-17
N#Cc1ccccc1OCC(=O)NNC(=O)c1ccncc1	0	-1	-1.7	16	2	18	-6	6	9	-14	-27
Cn1ncc2c(Nc3ccc(Cl)cc3)ncnc21	0	-19	-1.9	3	-5	0	-7	-6	-20	4	-16
COc1ccc(NC(=O)c2c(C(F)(F)F)nn(C)c2Cl)cc1	6	-5	1.0	x	0	16	5	2	13	1	-8
COc1ccc(C(CNC(=O)c2nn(-c3ccccc3)c(=O)c3ccccc23)N2CCOCC2)cc1 (configuration not stated)	1	-7	1.5	11	12	-9	-11	8	8	3	-15
CCOc1cc(/C=C(/C#N)c2nc3ccccc3[nH]2)ccc1OCc1ccc(C(=O)O)o1	-4	-1	-1.4	-6	-11	-17	-20	10	3	0	-11
Cc1noc(C)c1COc1ccccc1C(=O)NNC(=O)c1ccccc1	5	-8	-1.4	4	2	-9	11	0	6	-6	-5
Cc1cc(N(CC(=O)NC2CC2)S(C)(=O)=O)ccc1Br	-7	8	1.6	-23	6	19	3	-5	4	8	7
Cc1cccc(N2CCN(C(=O)c3c(C)nn(Cc4ccccc4Cl)c3C)CC2)c1C	-5	10	-0.7	4	0	-8	-10	15	8	3	15
CC1=CC(C)(C)N(C(=O)CCl)c2ccccc21	1	-3	-0.5	-4	1	19	-1	1	10	0	11
CC(C)(C)c1cc(C(=O)NN)n(Cc2ccc(F)cc2)n1	-3	0	1.5	1	11	-5	3	-4	8	7	-14
CCCCC(CC)C(=O)Nc1ccccc1C(=O)NC(C)C (configuration not stated)	4	-3	0.2	3	4	23	16	6	20	1	13
COc1cccc(CNS(=O)(=O)c2cc(Br)ccc2Br)c1	-2	2	2.7	3	3	-10	6	7	-6	8	-8
O=C(O)C1Sc2[nH]c(=O)sc2C2c3cc(Br)ccc3OC(=O)C12 (configuration not stated)	-4	7	-1.9	2	17	5	3	22	-2	-7	-4
COC(=O)c1onc(C(=O)c2ccccc2)c1C(=O)OC	-5	-1	-2.2	-3	3	6	13	7	3	-6	0
O=C(CN1C(=O)C2C3C=CC(C3)C2C1=O)OCC(=O)c1ccc(Cl)c([N+](=O)[O-])c1 (configuration not stated)	-1	9	-5.1	-4	8	5	-11	8	10	1	-6
CCCNC1=C(C)C(=O)CC1	1	-4	-0.8	2	-5	-6	8	-7	5	2	-43
Cc1cccc(NC(=O)c2cccc(OC(=S)N3CCOCC3)c2)c1	8	-8	0.3	-5	3	2	-3	1	-8	3	-4

Single records (already shown). Order of screens: ABHD5 PLIN5 PPI	NOD2-RIPK2 inh	MC4R barr agon	TLR9-MyD88 inh	MC4R antag cAMP	LRH-1 inv ag	NCOA1 inh	NR2F2 inh	NCOA3 inh	EBV LMP1 NFkB	NCOA2 inhibitor
Record of `CC(C)(C)c1cc(C(=O)NN)n(Cc2ccc(F)cc2)n1` → -3	0	1.5	1	11	-5	3	-4	8	7	-14
Record of `Cc1cccc(NC(=O)c2cccc(OC(=S)N3CCOCC3)c2)c1` → 8	-8	0.3	-5	3	2	-3	1	-8	3	-4

Other compounds.
SMILES	ABHD5 PLIN5 PPI	NOD2-RIPK2 inh	MC4R barr agon	TLR9-MyD88 inh	MC4R antag cAMP	LRH-1 inv ag	NCOA1 inh	NR2F2 inh	NCOA3 inh	EBV LMP1 NFkB	NCOA2 inhibitor
CC(C)(C)CN1CCNC(=O)C1CC(=O)N1CCN(c2ccccc2)CC1 (configuration not stated)	5	4	2.9	-12	-2	-4	8	-1	17	-2	-27
Cc1ccc(Nc2nc(N3CCOCC3)nc(N3CCOCC3)n2)cc1	4	-7	1.8	10	8	24	13	13	19	-5	-2
O=C(c1cc(S(=O)(=O)N2CCCCC2)ccc1Cl)N1CCOCC1	6	-3	-0.9	-1	3	18	2	-5	-12	-5	-22
COCCCNC(=O)CS(=O)Cc1nc(-c2cccc(OC)c2)oc1C (configuration not stated)	-2	-4	-1.7	-16	5	-3	-63	1	10	4	-14
CCc1ccc(-c2nc(C(N)=O)c3[nH]c(=O)n(-c4ccccc4OC)c3n2)cc1	7	-1	2.2	1	-11	-5	-5	-2	8	4	-9
COc1ccc(OC)c(-c2cc(C(=O)NCc3ccc(Cl)cc3)no2)c1	-2	-8	10*	1	24	5	-6	-5	8	1	-22
O=C(COC(=O)c1cc[n+]([O-])cc1)NCCc1ccc(Cl)cc1Cl	-9	-8	-0.7	0	5	20	-2	9	10	-2	-24
Cc1ccc(-c2nc(CS(=O)CC(=O)NCc3ccc(F)cc3)c(C)o2)cc1 (configuration not stated)	-7	-26	0.3	-13	9	7	-20	3	-17	6	1
COc1ccc(NC(=O)C2Cc3ccccc3CN2C(=O)c2ccccc2)cn1 (configuration not stated)	0	-12	-1.0	-8	12	-18	-36	-8	-5	1	-26
FC(F)(F)COc1ccc(-c2nnc(SCc3c(Cl)cccc3Cl)o2)cn1	5	1	-0.9	5	10	2	-8	3	-2	3	2
COc1cccc(CN(C)CC(=O)NCc2ccccc2Cl)c1	0	-6	-1.1	7	-6	10	5	-5	5	2	-18
C=CCNC(=O)/C(C#N)=C/c1c(C)nn(-c2ccc(Cl)cc2)c1Cl	34*	-2	8.2	2	16	-10	-15	-11	13	-7	-10
CC(C)NC(=O)COC(=O)c1ccccc1CSC1=NCCS1	-4	-5	-3.2	-8	-1	4	-1	-1	-21	0	8
Cc1ccsc1C(=O)NN=C1CCCCCC1	1	-9	1.8	-7	-8	-138	-87	-49	-71	4	-62
Cc1ccc2c(=O)cc(C(=O)NC3CCS(=O)(=O)C3)oc2c1C (configuration not stated)	3	-5	-1.5	5	0	-3	-8	4	7	-17	-19
COC(=O)c1ccc(Oc2c(F)c(F)nc(N3CCOCC3)c2F)cc1	-4	-4	6.8	0	15	7	2	8	13	-8	-6
COc1cc2c(cc1OC)-c1cc(Nc3ccc(C(=O)O)cc3)nc(=O)n1CC2	-5	-9	-0.4	-4	-4	8	-1	-15	-13	0	-23
O=C(CSc1ccc(-c2ccccc2)nn1)NC1CCCCC1	6	-2	-1.9	-9	1	9	-31	-2	-4	-2	5
Cc1ccccc1NC(=O)COC(=O)C1C2CC3OC(=O)C1C3C2 (configuration not stated)	7	1	0.2	-4	7	-4	0	16	-18	-13	-7
CCNS(=O)(=O)c1ccc(NC(=O)c2cccnc2)cc1	13	-27	4.2	-2	-1	-5	6	0	-2	3	15
CCC(C)(C(=O)NC1CCCCC1)N(CC1CCCO1)C(=O)Cc1cccs1 (configuration not stated)	-1	-16	-1.7	-6	-2	-8	13	-21	27	13	-1
COc1ccc(N2CCN(C(CNS(C)(=O)=O)c3ccco3)CC2)cc1 (configuration not stated)	13	-4	1.6	1	6	14	-5	-2	12	4	-9
Cc1cc(C)c(C)c(S(=O)(=O)NC(C(=O)NCCc2ccco2)C(C)C)c1C (configuration not stated)	12	-11	4.4	4	2	-5	1	3	-16	2	16
CCc1noc(C)c1C(=O)Nc1cc(S(=O)(=O)N2CCOCC2)ccc1N1CCN(CC)CC1	-4	-4	-1.8	0	1	-14	-3	-2	-2	-3	-7
COCCNC(=O)COc1ccc(C)cc1C	9	-17	2.6	8	-3	1	-3	13	7	-7	4
CC1(C(=O)Nc2cnc3ccccc3c2)CCN1CCOc1ccccc1 (configuration not stated)	16	2	1.6	x	12	-20	2	-3	-22	x	0
O=C(CNC(=O)N1CC(=O)Nc2ccccc21)NCc1ccc(F)cc1	13	-4	-1.4	6	0	8	2	5	-1	3	-32
Cc1ccc(C)c(Cn2nnc3c(=O)[nH]c(C4CCN(S(=O)(=O)c5ccc(S(=O)(=O)NC6CC6)cc5)CC4)nc32)c1	5	-9	-0.2	8	19	-4	6	-6	-3	-12	-20
CC(C)(C)[C@H]1C=C(C(=O)N2CCN(Cc3ccccc3)CC2)O[C@@H](OCCCCO)C1	-1	1	-0.1	-5	1	2	3	6	-21	1	1
Cc1ccc2nc(/N=C(\N)NC(=O)N3c4ccccc4Sc4ccccc43)nc(C)c2c1	2	3	-1.8	2	-6	2	-16	-1	13	12	-6
COc1ccc(NC(=O)C2CC(=O)N(Cc3ccco3)C2)cc1Cl (configuration not stated)	2	-10	-1.3	-4	8	16	-11	26	-8	-5	-7
Cn1c(/C(C#N)=C/Nc2ccccn2)nc2ccccc21	-1	6	-1.1	8	-5	3	-3	0	-7	-3	-3
CC1(OC(=O)C2CCCC2)C(=O)C=C2C=C(c3ccsc3)N(C3CCCC3)C=C2C1=O (configuration not stated)	-22	-11	0.2	-8	7	-26	2	-1	-31	5	-5
C=CCNC(=O)C1=NOC(CNC(=O)c2c(-c3ccccc3Cl)noc2C)C1 (configuration not stated)	0	-2	1.7	-9	9	23	-2	3	16	-1	-33
O=C(COC(=O)C1CC1)NCc1ccc(Cl)cc1Cl	1	0	-0.8	-3	0	1	-31	16	13	-5	-32
Cc1cc[n+](-c2[nH]c(=O)sc2/C=N/N=C(\[O-])CCn2c3ccccc3c3ccccc32)cc1	4	-3	-1.5	x	18	4	14	-4	0	-8	-9
CCc1ccccc1NC(=O)CSc1nc2ccccc2n1CC(=O)N1CCCC1	7	0	-0.7	6	1	22	-8	-11	-44	-4	0
O=c1[nH]c(/C=C/c2ccccc2[N+](=O)[O-])nc2ccccc12	-4	-9	8.8*	-3	-3	-20	-21	-1	2	-8	-30
CC1CN(CCCOc2ccccc2-c2ccccc2)CC(C)O1 (configuration not stated)	3	-6	-1.6	0	-3	15	-21	8	13	2	10
O=C(CCc1ccc(CCC(=O)c2cccs2)s1)c1cccs1	-3	0	-1.5	-5	13	-24	-26	-17	-42	-36	-14
COc1ccc(CNc2nc(NCc3ccc(OC)c(OC)c3)n(C(=O)c3cccs3)n2)cc1OC	23*	-8	0.8	7	16	-18	4	0	-3	11	-2
COC(=O)c1[nH]c2cc(OC)ccc2c1NC(=O)CCN1CCN(Cc2ccc3c(c2)OCO3)CC1	6	-2	-0.3	2	-7	8	-2	9	-4	6	20
CCN(CC)C(=O)C(=O)N/N=C/c1ccc(Cl)cc1Cl	-7	-4	-0.6	-10	-7	13	4	-12	18	-2	5

High-throughput results as filed in PubChem BioAssay.
